Rpn11 block: Rpn11 (human) deubiquitinase inhibition; calls only at 20 µM; 0.59% of 360,000 active; human 26S proteasome, Ub4-pepOG fluorescence polarization; 20S core pre-blocked with epoxomicin; AID 588493;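 active = inhibition at 20 µM, scaled to each plate's controls, above about 33%, limit read from the data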
E coli Lon inh: inhibitors of E. coli Lon protease; 0.42% of 360,000 active; inhibition, % at 7.94 µM; purified E. coli Lon protease, fluorescence polarization; P0A9M0; in the data active = inhibition above about 13%, passing the limit was not always enough;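 also: 0% = enzyme with probe and DMSO and 100% = no enzyme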
Target sequence (P0A9M0 whole entry, looked up): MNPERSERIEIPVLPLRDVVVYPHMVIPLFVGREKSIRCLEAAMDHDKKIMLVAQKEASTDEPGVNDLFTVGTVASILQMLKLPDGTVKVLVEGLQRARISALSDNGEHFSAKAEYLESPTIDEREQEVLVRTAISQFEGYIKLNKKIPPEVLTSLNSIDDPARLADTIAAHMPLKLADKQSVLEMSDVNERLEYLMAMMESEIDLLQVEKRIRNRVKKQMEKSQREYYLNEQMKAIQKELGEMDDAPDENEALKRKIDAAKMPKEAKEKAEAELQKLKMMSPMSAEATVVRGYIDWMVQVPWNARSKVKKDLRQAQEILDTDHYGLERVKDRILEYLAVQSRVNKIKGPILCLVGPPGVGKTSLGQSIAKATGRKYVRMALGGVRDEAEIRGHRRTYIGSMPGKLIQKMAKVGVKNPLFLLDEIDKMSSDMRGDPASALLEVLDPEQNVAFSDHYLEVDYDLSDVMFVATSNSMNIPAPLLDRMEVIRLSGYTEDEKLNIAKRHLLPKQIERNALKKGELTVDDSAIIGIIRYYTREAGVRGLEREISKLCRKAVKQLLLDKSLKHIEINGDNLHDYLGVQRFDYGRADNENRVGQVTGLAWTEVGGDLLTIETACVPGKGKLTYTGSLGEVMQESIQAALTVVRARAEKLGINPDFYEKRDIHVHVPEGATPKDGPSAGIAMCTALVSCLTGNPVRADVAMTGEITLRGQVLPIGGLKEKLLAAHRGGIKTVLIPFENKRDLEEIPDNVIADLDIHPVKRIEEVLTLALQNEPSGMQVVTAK
FAS-TE inh: blocks the thioesterase domain of human fatty acid synthase. AID 602261. inhibition, % at 15 µM. recombinant FAS-TE, OMFH fluorogenic substrate, fluorescence endpoint. 0.67% of 360,000 active;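 active = compounds whose normalised, plate-corrected inhibition of enzyme fluorescence in the single-dose primary screen is 50% or more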;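 also: 0% = DMSO with enzyme and 100% = substrate without enzyme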
bovine MsrA act: activators of bovine methionine sulfoxide reductase A; purified bovine MsrA, absorbance read-out; activation, % at 10.6 µM; 0.3% of 360,000 active; in the data active = activation above about 7.5%;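 also: 0% = vehicle and 100% = reference activator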
PABP1 MLLE inh: blocks PAM2 peptide binding to the PABP1 MLLE domain; GST-MLLE / FITC-PAM2 fluorescence polarization; P11940; inhibition, % at 20 µM; 0.36% of 360,000 active; in the data active = inhibition above about 35%, passing the limit was not always enough;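 also: plate controls were DMSO wells with GST-MLLE for no effect and wells lacking GST-MLLE protein for full effect; some results filed as inactive read as strong as hits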
CSN deneddyl inh: CSN deneddylation inhibition | Purified CSN, SCF-Nedd8-OG deneddylation, fluorescence polarization | inhibition, % at 12.5 µM | 0.38% of 360,000 active;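 active = pattern-corrected inhibition above about 35%, with an unprinted fluorescence ratio check between 0.5 and 1.5, limit read from the data, passing the limit was not always enough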;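 also: 0% = enzyme with substrate and 100% = substrate without enzyme; some results filed as inactive read as strong as hits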
Target sequence (Q92905 whole entry, looked up, one chain of several): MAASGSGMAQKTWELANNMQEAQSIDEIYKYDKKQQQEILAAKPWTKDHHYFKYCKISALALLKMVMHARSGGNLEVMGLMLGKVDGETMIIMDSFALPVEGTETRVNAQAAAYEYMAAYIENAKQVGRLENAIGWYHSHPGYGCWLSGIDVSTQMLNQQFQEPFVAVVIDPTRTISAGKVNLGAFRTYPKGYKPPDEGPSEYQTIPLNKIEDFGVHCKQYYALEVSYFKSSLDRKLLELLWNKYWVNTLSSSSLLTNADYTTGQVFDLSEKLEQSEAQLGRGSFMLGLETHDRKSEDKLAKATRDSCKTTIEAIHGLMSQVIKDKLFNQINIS
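Detection – fluorescence polarization · System – HEK293T-derived human Csn5 enzyme · Controls – substrate-only high control, full reaction low control · Timing – 90 min, room temperature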
MsrA inhibitor: inhibits bovine methionine sulfoxide reductase A; inhibition, % at 15.5 µM; AID 651718; purified bovine MsrA, absorbance read-out; 0.75% of 360,000 active; in the data active = inhibition above about 4.5%;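 also: 0% = vehicle wells with enzyme and 100% = reference inhibitor wells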
MT1-MMP act inh: blocks activation of human MT1-MMP; HT1080 RFP-PRO-GFP cells, GFP/RFP ratio fluorescence, overnight; percent of plate control window, DMSO zero; GFP/RFP ratio change, % at 20 µM; 0.061% of 360,000 active; AID 651647;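 active = GFP/RFP ratio change of at least 30% with cell ATP level not reduced by more than half and red fluorescence within 50% of control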; also: strong numbers were not always called active
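Compound: 20 µM single dose, 1% DMSO / System: HT1080 RFP-PRO-GFP cells / Controls: DMSO and RFP-L50D-GFP cell wells / Read-out basis: GFP/RFP fluorescence ratio / Schedule: overnight compound exposure at 37 °C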
Rin1 Abl inh: human Rin1-Abl interaction inhibition | P00519+Q13671 | TR-FRET Rin1/Abl binding, biochemical | inhibition, % at 7.35 µM | 0.4% of 360,000 active | AID 588664; in the data active = inhibition above about 5%, passing the limit was not always enough
The depositor's hits bear a star; i = inactive. An unsorted share of the library (roughly 3.7% active in at least one column).

SMILES	Rpn11 block	E coli Lon inh	FAS-TE inh	bovine MsrA act	PABP1 MLLE inh	CSN deneddyl inh	MsrA inhibitor	MT1-MMP act inh	Rin1 Abl inh
CCN1CCN(c2ccc(S(=O)(=O)N3CCCCC3)cc2NC(=O)C(C)Oc2ccc(F)cc2)CC1 (stereo not given)	i	-5	3	-1	-114	2	-1.2	-5	-3
CC(=O)c1ccccc1OC(=O)c1ccc([N+](=O)[O-])o1	i	1	5	-10	20	2	-0.3	-3	2
COc1ccccc1C(c1nnnn1CS(=O)(=O)c1ccc(C)cc1)N1CCSCC1 (stereo not given)	i	-4	19	2	-9	-3	0.1	-3	-3
COc1ccc([C@H]2CC(=O)C=C(c3ccc4c(c3)OCO4)C2)cc1	i	-5	32	-5	-7	-2	1.4	2	0
CC(=O)Cc1nsc(NC(=O)c2ccccc2)n1	i	-19	-6	-7	0	7	1.4	-1	0
CCO/C=N/c1c(C#N)c2c(c(=S)n1C)COC(C)(C)C2	i	-1	0	-1	-112	-4	1.1	3	-5
COCCN(CCOC)Cc1cc(=O)oc2cc(OC)ccc12	i	-5	-10	-3	-8	-2	0.8	2	-1
CS(=O)(=O)N(CC(=O)N1CCN(c2ccccc2F)CC1)c1ccc2c(c1)OCCO2	i	-3	-2	-1	18	1	0.2	-1	1
Cc1ccc(NC(=O)CNC(=O)c2ccco2)cc1	i	-1	-6	-5	-6	1	-1.2	2	5
CCn1c(COc2ccc(C)cc2)nnc1SCC(=O)NCc1ccco1	i	5	-4	-1	-44	-5	-0.3	-3	-1
Cc1cccc(-n2cc(-c3ccccc3)c3c(N4CCOCC4)ncnc32)c1	i	-2	38	-3	-9	-1	1.3	-32	1
COc1cc(O)c(C(CCN2CCN(c3ccccc3)CC2)c2cc(OC)c(OC)c(OC)c2)c(OC)c1 (stereo not given)	i	-17	6	-2	11	-3	-0.7	-2	0
c1ccc2c(c1)CCN(C1=Nc3cccc4cccc1c34)C2	i	35*	-7	-1	-17	0	0.8	38	-3
Cc1ccc2c(c1)sc1nc(=O)ccn12	i	7	-5	-3	-12	-3	-1.1	-1	-3
CC1CCCCN1C(=O)COC(=O)c1ccc(N2CCCC2=O)cc1 (stereo not given)	i	9	-10	-2	16	-3	-0.3	2	0

Rewritten comma-delimited: entries from further up
SMILES,Rpn11 block,E coli Lon inh,FAS-TE inh,bovine MsrA act,PABP1 MLLE inh,CSN deneddyl inh,MsrA inhibitor,MT1-MMP act inh,Rin1 Abl inh
COc1ccccc1C(c1nnnn1CS(=O)(=O)c1ccc(C)cc1)N1CCSCC1 (stereo not given),i,-4,19,2,-9,-3,0.1,-3,-3
COc1ccc([C@H]2CC(=O)C=C(c3ccc4c(c3)OCO4)C2)cc1,i,-5,32,-5,-7,-2,1.4,2,0
CC(=O)Cc1nsc(NC(=O)c2ccccc2)n1,i,-19,-6,-7,0,7,1.4,-1,0
CCO/C=N/c1c(C#N)c2c(c(=S)n1C)COC(C)(C)C2,i,-1,0,-1,-112,-4,1.1,3,-5

Going on with the list:
SMILES	Rpn11 block	E coli Lon inh	FAS-TE inh	bovine MsrA act	PABP1 MLLE inh	CSN deneddyl inh	MsrA inhibitor	MT1-MMP act inh	Rin1 Abl inh
CCNc1nc(NCC)nc(SCC(C)=O)n1	i	-11	-2	-1	11	2	1.0	0	-2
COc1cccc(Nc2nc(NCCO)c3ccccc3n2)c1	i	-4	-8	-3	-6	5	1.3	-1	-3
CC1(C(=O)NCc2cccnc2)CCC(=O)N1CCc1ccccc1 (stereo not given)	i	-8	1	0	-12	-1	-0.3	-2	3
Cc1onc(-c2c(Cl)cccc2Cl)c1C(=O)ONC(=O)c1cc(C(F)(F)F)cc(C(F)(F)F)c1	i	1	-1	-3	-5	2	1.1	0	0
Cc1cccc2c1c(N=NC(N)=S)c(O)n2C1OC(CO)C(O)C(O)C1O (stereo not given)	i	-10	-5	-2	14	0	2.3	4	-3
C(=N\Nc1ncnc2nc[nH]c12)/c1cccs1	i	-6	-11	-10	-16	-5	4.1	4	-2
CCCn1c(NC(=O)c2ccc(C)cc2)nc2ccccc21	i	-12	4	-12	10	-3	1.8	-8	1
O=C(C1CCC(CNS(=O)(=O)c2ccccc2)CC1)N1CCCCC1 (stereo not given)	i	-6	-4	-4	5	-1	-0.9	-3	5
COc1cc(C(=O)OCc2nc3ccsc3c(=O)[nH]2)c([N+](=O)[O-])cc1OC	i	-5	-8	-3	11	1	0.7	2	4
CO/N=C/C(C#N)=C/c1cc(C(=O)c2ccc(F)cc2)cn1C	i	3	0	2	2	8	0.3	-2	-1
O=[N+]([O-])c1ccc(O)c(C2CCCCC2)c1	i	4	7	0	-3	2	1.3	4	-2
Cc1cccc(NC(=S)N(C)C2(c3ccccc3Cl)CCCCC2=O)c1 (stereo not given)	i	-13	2	-4	-32	-4	-0.1	-7	-2
CCc1cc(C(=O)N2CCc3c([nH]c4ccccc34)C2c2ccc(OC)cc2F)no1 (stereo not given)	i	-8	22	-1	4	-2	0.9	-10	2
CC(CC(=O)Nc1ccc2c(c1)c(=O)n(C)n2-c1ccc2ccccc2c1)C(F)(F)F (stereo not given)	i	-6	5	-1	-20	-1	2.7	6	-4
C(#Cc1ccccc1)CN1CCCCC1	i	-2	-4	-1	3	-1	-0.4	2	2
COC(=O)c1cc(S(=O)(=O)N2CCN(c3ccc([N+](=O)[O-])cc3)CC2)c[nH]1	i	4	14	-4	14	-6	0.1	-2	-2
CCCNS(=O)(=O)c1ccc(CCC(=O)NCCc2ccc(OC)c(OC)c2)cc1	i	-4	-4	-3	-13	-1	-1.0	2	1
CCOC(=O)C1(Cc2ccc(OC)cc2)CCN(C(=O)c2cncs2)CC1	i	4	-11	-2	14	1	0.8	0	-2
CC(OC(=O)c1ccc([N+](=O)[O-])o1)C(=O)NC1CCCCC1C (stereo not given)	i	4	-4	0	-20	0	-0.1	-3	-2
CCOC(=O)c1c(CSc2ccccc2)n(C)c2ccc(O)c(CN3CCOCC3)c12	i	-1	-2	-1	6	1	0.5	-2	0
O=C(CCC1CCN(Cc2ccc(Cl)cc2)CC1)NC1CC1	i	-14	-2	-2	3	-2	0.5	-1	0
Cc1ccc(Cl)cc1N1CCN(C(=O)C(C)n2ncn3cccc3c2=O)CC1 (stereo not given)	i	-13	0	-5	-14	4	-0.2	0	1
FC(F)(F)c1ccccc1NC(=S)Nc1ccccc1	i	-14	-2	-7	12	-1	-0.4	-3	5
COc1cc2c(cc1OC)C(C)N(C(=O)C1COc3ccccc3O1)CC2 (stereo not given)	i	-2	5	0	-4	3	0.4	15	1
CC(OC(=O)c1ccc(-n2cnnn2)cc1)C(=O)NCc1ccccc1 (stereo not given)	i	-14	-3	-2	7	2	-0.6	0	-1
COc1ccc(S(=O)(=O)N2CCOCC2)cc1N(C)S(=O)(=O)c1ccc(C)cc1	i	-3	3	-2	-4	3	0.3	-1	3
Cc1cccc(NC(=O)c2cccc(NC(=O)Cc3cccs3)c2)c1	i	-10	-1	-1	-23	-7	1.9	0	0
CN(Cc1ccccc1)C(=O)CCSc1nc(-c2ccc3c(c2)OCO3)cc(C(F)(F)F)n1	i	-3	24	5	5	-1	0.2	-11	0
CN1CCc2c(sc3nc(SCC(N)=O)n(-c4ccccc4)c(=O)c23)C1	i	-6	-7	0	-41	1	2.1	-4	-2
Cc1ccc(NC(=O)c2ccc(=O)[nH]n2)cc1S(=O)(=O)Nc1ccccc1Cl	i	-6	-6	-5	-9	-2	-0.6	1	0
Cc1ccc(NC(=O)C2CCN(S(=O)(=O)c3ccc4c(c3)CCCC(=O)N4)CC2)c(Br)c1	i	-3	-3	-1	4	-1	-0.6	4	-3
COc1cc(CCC(=O)NCc2ccc(Cl)cc2)cc(OC)c1OC	i	-8	-1	-3	-4	1	0.3	1	2
O=C(c1ccco1)N1CCN(Cc2cn[nH]c2-c2ccc(F)cc2F)CC1	i	-10	1	-5	-4	1	2.1	-14	1
O=C(NCC1COc2ccccc2O1)c1cc2ccccc2o1 (stereo not given)	i	4	5	1	-5	-2	0.2	2	-1
Cc1cc(N2CCC(C(=O)N3CCN(c4cccc(C)c4C)CC3)CC2)n2ncnc2n1	i	-7	8	-3	-6	-4	0.6	-2	4
Cc1[nH]nc(-c2ccc(O)c(C)c2O)c1Oc1ccccc1	i	0	-105	-8	-9	-4	-1.2	9	5
COc1ccccc1N1CCN(C2CCCCC2NS(=O)(=O)c2ccccc2)CC1 (stereo not given)	i	1	12	-1	10	3	1.0	1	-1
CCC(C)(C)C1CCC2(CC1)NC(=O)N(CC(=O)N1CCN(c3ccccc3OC)CC1)C2=O (stereo not given)	i	-3	6	-6	7	-3	-0.9	-4	-3
CN=C1NC(C)(C)C2CCC(C)(CC2)S1	i	2	-10	-7	-9	-1	1.4	-1	2
COc1ccc(N2CC(C(=O)N3CCc4ccccc43)CC2=O)cc1 (stereo not given)	i	-5	-2	-3	-8	-2	-0.1	1	1
COc1ccc2nc3sc(C(=O)N4CCN(C)CC4)cc3cc2c1	i	1	-2	-7	-6	-1	1.6	2	-6
COc1ccc(CNC(=O)CCS(=O)(=O)c2ccc3c(c2)oc(=O)n3C)cc1	i	4	-3	-2	-5	3	-0.9	1	-3
O=c1onc(-c2c(F)cccc2F)n1-c1ccccc1Cl	i	-3	2	-3	-11	1	-0.2	-2	1
COC(=O)CCC(=O)Nc1nc(-c2ccccc2)cs1	i	-9	2	-13	4	3	-0.2	8	4
COc1cccc(/C=C/C(=O)c2ccc[nH]2)c1	i	2	-2	-2	8	-8	1.9	-3	-2
CC(C)(C)N/N=C/c1c(O)n(-c2ccc(Cl)cn2)c(=O)c2ccccc12	i	-7	1	3	-9	-3	1.3	-3	1
CN(C)C(=O)NC1c2ccccc2-c2ccccc21	i	13	-3	-1	5	0	-1.3	-1	-2
COc1ccc(OCC(=O)Nc2ccc3c(c2)nc(CCNC(C)=O)n3C)cc1	i	-2	-7	-3	0	-4	-0.7	2	6
CCCc1ncc(C(O)c2cccc3ccccc23)n1C (stereo not given)	i	-7	-7	-3	4	6	0.1	-9	2
Cc1nc(NCc2ccco2)nc2c1C(=O)CC(C)C2 (stereo not given)	i	-7	-6	-9	-7	-1	0.1	7	3
Cc1cccc(NC(=O)COc2cccc3c2CCN(C)C3=O)c1	i	3	-2	0	-1	-5	-0.8	6	-4
Cc1c(C(=O)N2CCCCC2)sc(NC(=O)C(C)C)c1C#N	i	2	-7	0	0	1	0.0	-6	1
COc1ccc(N(C)C(=O)c2cc3c(s2)-c2ccccc2OC3)c(OC)c1	i	8	19	-11	6	-6	0.2	-1	2
Cc1ccc(NC(=O)CN2C(=O)CN(C)C2=O)cc1S(=O)(=O)N1CCCCC1	i	-17	-2	-4	-11	-11	-1.5	2	1
Cc1ccccc1CN1C(=O)Nc2ccccc2C(=O)N1C(C)(C)C	i	0	-4	-13	11	-2	-0.6	-8	4
COC(=O)C1CCN(C(c2cccs2)c2sc3nc(C)nn3c2O)CC1 (stereo not given)	i	-5	-7	-1	7	1	1.3	0	-6
O=C(CCc1nc(-c2ccccc2F)no1)NCCN1CCOCC1	i	-2	-6	-11	0	3	1.3	1	0
C/C(=N/OC(=O)c1ccc(Br)cc1)c1ccc(C)cc1	i	-2	8	-4	7	2	-0.6	0	-1
CC(=O)Nc1nonc1-c1nc2ccccc2n1C	i	2	-5	-4	2	0	-0.4	-1	1
O=C(Nc1ccccc1C(=O)Nc1ccccc1C(=O)NCc1ccco1)c1ccco1	i	0	20	-1	16	3	0.8	-6	2
CCC(Oc1ccccc1)C(=O)Nc1ccccc1C(=O)N1CCOCC1 (stereo not given)	i	-6	-6	-1	11	-5	-0.9	0	0

Screening results deposited in PubChem BioAssay by several laboratories.
